# Bioassay records: PubChem, several laboratories
# MrgX1 antagonist: blocks BAM8-22 activation of human MrgX1 receptor; Q96LB2; MRGX1-HEK293 calcium flux, Fluo-4, BAM8-22 antagonism; stronger effect = lower value; B-score at 10 µM; actives 1.3% (n = 310,000);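 active = calcium-response B-score plate-corrected more than 3 library SD below zero, starting fluorescence within 5 deviations, no agonist response on first addition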;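 note: peak minus trough fluorescence over baseline after final BAM8-22 challenge near maximal dose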
# HIF act: HIF pathway transcriptional activation; U2OS HRE-luciferase reporter, luminescence; normalized: DMSO 0%, desferrioxamine 100%; actives 0.32% (n = 300,000); AID 1910; activation, % at 7.5 µM (by protocol);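 active = mean activation of at least 10% of the iron chelator positive control signal, with at least half of replicates also reaching 10%; inconclusive = mean and replicate majority disagree about reaching 10%; inactive = mean and most replicates under 10%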
# SKKanGAS inh: SKKanGAS growth inhibition. S. pyogenes SKKanGAS, kanamycin growth, BacTiter-Glo, 6 h. inhibition, % at 7.5 µM. actives 1.3% (n = 300,000). AID 1662;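 active = mean replicate score, as percent of positive control median, at least 50; inconclusive = mean below 50 but one replicate at or above 50; inactive = mean and every replicate below 50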;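 note: strain carries kanamycin resistance gene driven by streptokinase promoter and grows in 40 µg/ml kanamycin; loss of luminescence reflects streptokinase promoter inhibition or plain growth inhibition; 0% = median of DMSO wells and 100% = positive control at its reference dose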
# RGS4 inh: human RGS4 inhibition; HEK293 M3R/RGS4 inducible, Fluo-4 calcium flux; stronger effect = higher value; triggered by carbachol at its EC20; actives 0.45% (n = 310,000); B-score at 10 µM;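 active = B-score, a plate-corrected calcium signal, over three deviations above library mean, with baseline fluorescence within five deviations of library mean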;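 note: RGS4 expression induced by doxycycline in cells with stable M3 receptor; B-score is computed from the integrated fluorescence ratio over baseline after carbachol; higher B-score means a larger calcium signal and so more RGS4 inhibition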
# Target sequence (P49798 whole entry, looked up): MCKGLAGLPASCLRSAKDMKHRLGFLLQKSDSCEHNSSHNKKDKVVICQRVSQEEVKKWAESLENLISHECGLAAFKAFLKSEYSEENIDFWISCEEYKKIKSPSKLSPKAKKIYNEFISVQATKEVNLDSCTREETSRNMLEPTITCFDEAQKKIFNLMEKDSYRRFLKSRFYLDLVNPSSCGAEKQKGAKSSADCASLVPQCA
# TRPC4 inh: blocks the mouse TRPC4 cation channel; AID 2247; HEK293 TRPC4beta/mu-opioid, DAMGO-evoked Fluo4 calcium flux; stronger effect = lower value; actives 0.39% (n = 300,000); B-score at 10 µM;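 active = B-score over 3 SD under the library average, no early fluorescence shift, positive overall ratio signal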
#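 Assay system: Stable TRPC4beta/mu-opioid receptor HEK293 cells | Reagent: DAMGO in two steps, submaximal then maximal | Compound dosing: Single concentration per test compound | Signal: Fluo4 Ca2+ flux fluorescence | Evaluation: Per-well B score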
# TRPC6 inhibitor: inhibitors of mouse TRPC6 channel; B-score at 10 µM; actives 1.1% (n = 310,000); AID 2553; HEK293-TRPC6, membrane potential dye, ACh-evoked depolarization; stronger effect = lower value;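 active = B-score under library mean minus 3 SD, initial fluorescence not abnormally high, positive integrated signal ratio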;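 note: B-score derived from integrated fluorescence ratio over the kinetic read; more negative B-score means stronger inhibition of depolarization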
# Target sequence (Q61143 whole entry, looked up): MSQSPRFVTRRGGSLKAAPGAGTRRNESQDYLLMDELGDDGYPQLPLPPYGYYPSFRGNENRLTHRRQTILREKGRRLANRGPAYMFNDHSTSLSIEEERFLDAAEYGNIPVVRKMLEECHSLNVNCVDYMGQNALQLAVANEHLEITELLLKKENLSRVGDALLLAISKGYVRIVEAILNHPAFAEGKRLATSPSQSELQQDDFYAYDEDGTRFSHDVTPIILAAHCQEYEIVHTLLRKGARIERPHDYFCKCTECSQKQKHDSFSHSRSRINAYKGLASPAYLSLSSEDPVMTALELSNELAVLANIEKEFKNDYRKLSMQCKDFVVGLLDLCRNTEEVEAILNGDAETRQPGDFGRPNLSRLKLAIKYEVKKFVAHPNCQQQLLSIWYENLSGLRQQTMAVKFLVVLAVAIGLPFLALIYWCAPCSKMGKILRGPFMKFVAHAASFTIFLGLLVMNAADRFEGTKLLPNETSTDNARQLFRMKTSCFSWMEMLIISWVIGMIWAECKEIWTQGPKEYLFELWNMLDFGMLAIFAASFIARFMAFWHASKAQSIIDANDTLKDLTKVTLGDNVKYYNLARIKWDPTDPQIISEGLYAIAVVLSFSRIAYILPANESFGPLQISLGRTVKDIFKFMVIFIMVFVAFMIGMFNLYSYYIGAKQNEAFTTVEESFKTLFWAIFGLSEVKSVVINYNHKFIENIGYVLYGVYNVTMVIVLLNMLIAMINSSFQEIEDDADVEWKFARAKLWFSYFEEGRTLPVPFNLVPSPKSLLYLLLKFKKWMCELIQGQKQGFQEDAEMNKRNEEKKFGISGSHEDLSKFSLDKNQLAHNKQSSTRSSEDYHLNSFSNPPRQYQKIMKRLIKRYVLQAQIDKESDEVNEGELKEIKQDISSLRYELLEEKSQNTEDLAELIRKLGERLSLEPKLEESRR
# Platelet DG rel: platelet dense granule release activity; human platelet-rich plasma, SFLLRN dense granule ATP release, luminescence; AID 1663; actives 0.22% (n = 300,000); inhibition, %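 (compounds screened at 7.5 µM in platelet-rich plasma)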;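 active = mean replicate score, as percent of positive control, at or above 50; inconclusive = mean below 50 but at least one replicate at or above 50; inactive = mean and every replicate below 50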
# MrgX1 ag: agonists of human MrgX1 receptor. actives 0.44% (n = 310,000). AID 588627. B-score at 10 µM. MrgX1-HEK293 cells, Fluo-4 calcium fluorescence, agonist mode; stronger effect = higher value. Q96LB2;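 active = calcium response B-score plate-corrected fluorescence ratio at least 3 library SD, with starting fluorescence B-score inside 5 SD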
#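 Assay system: stable human MrgX1 HEK293 cell line. Quantity: 15,000 cells per well. Schedule: cells plated overnight, dye loaded 0.5 h 37 °C, 0.5 h room temperature. Detection: Fluo-4 NW calcium-flux fluorescence, kinetic read. Read-out basis: peak-minus-minimum fluorescence over baseline, converted to B scores. Control set: positive and negative control wells on each plate.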
# MrgX1 PAM: human MrgX1 positive allosteric modulation, primary screen | B-score at 10 µM | Q96LB2 | actives 0.63% (n = 310,000) | MrgX1-HEK293, Fluo-4 calcium flux, FDSS; stronger effect = higher value | AID 588675;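 active = plate-corrected calcium response at least 3 library SD above typical, normal starting fluorescence, not activating the receptor alone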;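 note: compound read alongside a low EC10 to EC30 dose of BAM8-22 agonist; peak minus trough fluorescence over baseline measured at the second addition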
# RGS4 act: potentiators or activators of RGS4 | AID 463111 | actives 0.92% (n = 310,000) | HEK293 M3R/inducible RGS4, carbachol calcium flux Fluo4; stronger effect = lower value | B-score at 10 µM;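 active = B-score of the integrated calcium signal more than 4 SD below the library mean, with starting fluorescence not abnormally high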;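 note: negative B-score means reduced calcium response which marks RGS4 activation or potentiation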
#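 System – HEK293 FlpIn-TREx cells, stable M3R, doxycycline-inducible RGS4 · Reagent – ECmax carbachol challenge · Times – compound preincubation 20 min at room temperature before agonist · Technique – Fluo4 fluorescence kinetic imaging of calcium · Measure – B score of integrated Fluo4 ratio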
# TRPC6 act: mouse TRPC6 channel activation; HEK293-TRPC6 membrane potential dye fluorescence; stronger effect = higher value; actives 0.13% (n = 310,000); B-score at 10 µM; Q61143;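 active = B-score of the integrated fluorescence ratio above library mean plus 3 SD, and starting fluorescence ratio within library mean plus 5 SD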;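 note: higher score means more depolarization so channel activation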
# An asterisk follows results filed as active; i = inactive; ? = inconclusive; . = not tested or not shown.
SMILES,MrgX1 antagonist,HIF act,SKKanGAS inh,RGS4 inh,TRPC4 inh,TRPC6 inhibitor,Platelet DG rel,MrgX1 ag,MrgX1 PAM,RGS4 act,TRPC6 act
CCCOc1cccc(C(=O)N(Cc2ccco2)C2CCS(=O)(=O)C2)c1 (stereo not drawn),i,-0.6,-10.1,i,i,i,-1.2,i,i,i,i
CCOc1cc(C(=O)Nc2cccc3ncccc23)cc(OCC)c1OCC,i,0.3,4.4,i,i,i,1.9,i,i,i,i
Cc1ccc(Sc2ccc([N+](=O)[O-])cc2[N+](=O)[O-])nc1,i,-0.8,-16.8,i,i,i,-7.0,i,i,i,i
CC1(C)Cc2c(C#N)c(N3CCN(C(=O)c4ccco4)CC3)nc(Cc3ccccc3)c2CO1,i,0.3,32.8,i,i,i,7.9,i,i,i,i
CCOC(=O)c1sc(=S)n(-c2ccc(OC)cc2)c1N,i,0.4,9.6,i,i,i,-6.8,i,i,i,i
O=C(CSc1nc2scc(-c3ccccc3)c2c(=O)[nH]1)Nc1ccccc1,i,0.2,10.0,i,i,i,0.3,i,i,i,i
CC1CCCN(S(=O)(=O)c2ccc(NC(=O)Cn3nnc(-c4ccccc4F)n3)cc2)C1 (stereo not drawn),i,0.2,-11.8,i,i,i,-12.0,i,i,i,i
CC(OC(=O)c1cnccn1)C(=O)c1ccccc1 (stereo not drawn),i,-10.0,-2.0,i,i,i,0.2,i,i,i,i
O=C1NC(=O)C2(CCC(C(=O)O)C2)N1 (stereo not drawn),i,0.1,-1.7,i,i,i,49.7*,i,i,i,i
O=C(O)C1CC(=O)N(c2ccc(OCc3c(F)cccc3Cl)cc2)C1 (stereo not drawn),i,-1.9,-5.4,i,i,i,-1.9,i,i,i,i
CCc1cccc(NC(=O)C2CCCN(c3ncnc4c3nc3n4CCCCC3)C2)c1 (stereo not drawn),i,0.3,10.5,i,i,i,-2.5,i,i,i,i
COc1ccc(CC(=O)NCCc2ccc(S(N)(=O)=O)cc2)cc1,i,0.0,-0.9,i,i,i,-2.2,i,i,i,i
COc1cccc(CN(C)C(=O)c2ccccc2Sc2ccccc2C#N)c1,i,-0.4,2.9,i,i,i,0.0,i,i,i,i
Cc1ccc(CNC(=S)Nc2cc(C)ccc2OC(F)F)cc1,i,-0.8,14.2,i,i,i,-5.8,i,i,i,i
CC(C)(C)NS(=O)(=O)c1ccc(N2C(=O)c3ccccc3C2=O)cc1,i,-0.4,2.0,i,i,i,2.6,i,i,i,i
CC1CCC2(CC1)NC(=O)N(CC(=O)Nc1ccc(N3CCOCC3)cc1)C2=O (stereo not drawn),-4.68*,-0.3,5.5,i,i,i,-0.6,i,i,i,i
COC(=O)c1sc(NC(=O)c2ccc(OC)cc2OC)nc1C,i,-0.6,11.3,i,i,i,57.3*,i,i,i,i
Cn1c(=O)c2cn3ncccc3c2n(C)c1=O,.,-0.3,6.1,i,i,i,-1.9,.,.,i,i
C/C(=N/NC(=O)Cn1nc2ccccc2n1)c1ccc(F)cc1,i,-0.2,-6.2,i,i,i,-2.2,i,i,i,i
COC(=O)c1ccc([N+](=O)[O-])c(CS(=O)(=O)c2ccc(Cl)cc2)c1,i,-1.1,5.9,i,i,i,1.2,i,i,i,i
O=C(c1cccc(S(=O)(=O)Nc2ccc(Br)cc2)c1)N1CCC1,i,-0.1,3.3,i,i,i,-4.6,i,i,i,i
Fc1ccc(OCCCCCCN2CCCC2)cc1,i,0.0,0.6,i,i,i,14.1,i,i,i,i
O=C(COC(=O)C1CCCN1C(=O)C12CC3CC(CC(C3)C1)C2)c1ccc(Br)cc1 (stereo not drawn),i,-0.2,3.6,i,i,i,4.5,i,i,i,i
Cc1cccc(NC(=O)c2nc[nH]c2C(=O)N[C@@H](C)C(=O)OCc2ccccc2)c1,i,-0.1,39.0,i,i,i,1.9,i,i,i,i
O=C(Nc1ccc(Oc2cccnc2)nc1)c1ccc(C(F)(F)F)cc1,i,1.4,0.7,i,i,i,2.9,i,i,i,i
COc1ccc(NC(=O)Nc2ccc(F)cc2F)cc1,i,3.0,-16.5,i,i,i,11.7,i,i,i,i
O=C(c1ccco1)N1CCN(Cc2nc3cc(Cl)ccc3c(=O)[nH]2)CC1,i,-0.5,1.3,i,i,i,-35.8,i,i,i,i
COc1ccc(C(=O)CSc2nnc(CNC(=O)c3ccc(S(=O)(=O)N(C)C)cc3)o2)cc1,i,0.3,?,i,i,i,9.5,i,i,i,i
O=C(O)c1ccc(-c2ccccc2)[nH]1,i,-0.1,-7.8,i,i,i,-4.3,i,i,i,i
COc1ccc2c(c1)C1=C(CC2)C(c2ccc(C)cc2)NC(=S)N1 (stereo not drawn),i,0.5,3.5,i,i,i,1.9,i,i,i,i
O=C(Oc1ccc(N(Cc2cccs2)C2=NS(=O)(=O)c3ccccc32)cc1)c1ccccc1,i,-0.3,9.6,i,i,i,-0.5,i,i,i,i
O=Nc1c2ccc[nH]c-2c2ccc([N+](=O)[O-])cc12,i,0.0,4.9,i,i,i,5.3,i,i,i,i
CC(=O)NCCNS(=O)(=O)c1ccc(C)c([N+](=O)[O-])c1,i,-0.5,-1.1,i,i,i,-32.9,i,i,i,i
N/C(=N\OC(=O)Nc1ccc(Cl)cc1)c1ncc(C(F)(F)F)cc1Cl,i,1.8,-11.6,i,i,i,-0.9,i,i,i,i
O=C(C[n+]1cccc(NC(=O)c2ccccc2)c1)c1ccccc1,i,0.2,-0.6,i,i,i,0.4,i,i,i,i
Cc1ccc2cc(C#N)c(SCC(=O)Nc3ccc4sc(C)nc4c3)nc2c1,.,0.4,9.0,i,i,i,-3.3,.,.,i,i
S=c1nc(C2COc3ccccc3O2)[nH][nH]1 (stereo not drawn),i,0.9,-2.1,i,i,i,-9.4,i,i,i,i
Cc1ccc(S(=O)(=O)Oc2ccccc2/C=N/N=C(N)N)cc1,i,-0.3,-3.3,i,i,i,2.6,i,i,i,i
CC(=O)N1CCN(C(=S)NC(=O)c2ccc(S(=O)(=O)N3CCOCC3)cc2)CC1,i,0.2,-1.4,i,i,i,1.4,i,i,i,i
CSCC(CO)NS(=O)(=O)c1ccc(C)cc1 (stereo not drawn),i,.,-9.5,i,i,i,-9.1,i,i,i,i
O=C(Nc1ccc(F)cc1)c1nc[nH]c1C(=O)Nc1ccc([N+](=O)[O-])cc1,i,-0.2,.,i,i,i,1.5,i,i,i,i
COc1cc(OC)cc(C(=O)N[C@H](C(=O)Nc2nc3ccc(S(C)(=O)=O)cc3s2)C(C)C)c1,i,-0.3,9.2,i,i,i,-5.4,i,i,i,i
COCCN1CC(C(=O)NCc2ncccc2C)CCC1=O (stereo not drawn),i,-0.4,2.0,i,i,i,3.3,i,i,i,i
CCc1nnc(NC(=O)CSc2nc(-c3ccc(OC)cc3)ns2)s1,i,1.0,-7.2,i,i,i,0.7,i,i,i,i
O=[N+]([O-])c1ccc2cn[nH]c2c1,i,-0.1,1.0,i,i,i,-1.2,i,i,i,i
CC(OC(=O)c1cccs1)C(=O)NCc1ccc2c(c1)OCO2 (stereo not drawn),i,-0.3,2.6,i,i,i,3.2,i,i,i,i
COc1ccc(NC(=O)Nc2c(C)noc2-c2ccccc2)cc1,i,-1.2,-2.8,i,i,i,-16.3,i,i,i,i
N#Cc1nc(-c2ccc(OCc3ccccc3)cc2)oc1NCCN1CCOCC1,i,0.0,24.9,i,i,i,22.1,i,i,i,i
O=S(=O)(Nc1ncnc2scc(-c3ccc(F)cc3)c12)c1cc(F)ccc1F,i,0.0,19.0,i,i,i,4.9,i,11.9*,i,i
COc1ccc(C(C)=O)cc1COC(=O)c1c(C)nn(-c2ccccc2)c1C,i,3.3,-7.6,i,i,i,5.3,i,i,i,i
Cc1ccc(NC(=O)CN2C(=O)S/C(=C\c3cc(C)n(-c4ccc(C(=O)O)cc4)c3C)C2=O)cc1,i,0.5,17.9,i,i,i,-4.2,i,i,i,i
CCOC(=O)c1ccc2c(c1)n(CC)c(/C=C/N(C)c1ccccc1)[n+]2CC,-4.97*,0.3,2.4,i,i,i,7.8,i,i,i,i
CCOC(=O)C1=C(C)N(C)C(=O)NC1c1cc2c(cc1Br)OCO2 (stereo not drawn),i,0.4,4.4,i,i,i,16.4,i,i,i,i
Cc1nc2c(n1O)CCC/C2=N\O,i,0.0,5.4,i,i,i,-1.5,i,i,i,i
CC(C)c1ccc2oc(-c3cc(N)ccc3O)nc2c1,i,0.5,-3.2,i,i,i,24.7,i,i,i,i
COc1cc2ccccc2cc1C(=O)N/N=C/c1cccnc1,i,1.2,-3.4,i,i,i,11.7,i,i,i,i
COc1ccc(OC)c(/C=C/C(=O)NC2=NCCS2)c1,i,0.6,-5.2,i,i,i,6.6,i,i,i,i
CN(C)C(CNC(=O)c1cccc(OC(F)F)c1)c1ccco1 (stereo not drawn),i,-1.1,-3.5,i,i,i,4.0,i,i,i,i
COc1ccc(CCNC(=O)CCC(=O)N2CCOc3ccc(C)cc32)cc1OC,i,-0.4,1.0,i,i,i,1.6,i,i,i,i
CCOCCCNC(=O)C1(O)c2cc(Br)ccc2NC(=O)N1c1ccc(C)c(C)c1 (stereo not drawn),i,0.3,-3.8,i,i,i,-3.7,i,i,i,i

# Remaining list, next part.
SMILES,MrgX1 antagonist,HIF act,SKKanGAS inh,RGS4 inh,TRPC4 inh,TRPC6 inhibitor,Platelet DG rel,MrgX1 ag,MrgX1 PAM,RGS4 act,TRPC6 act
Cc1cc(C)n2nc(N)c(N=Nc3cccc(Cl)c3)c2n1,i,0.2,-5.7,i,i,i,-6.6,i,i,i,i
Cc1cc(C)nc(NC(=NCCc2c[nH]c3ccccc23)NC(=O)Nc2ccccc2)n1,i,-0.1,21.6,i,i,i,-5.0,i,i,i,i
Cc1ccc(S(=O)(=O)N2CCOCC2)cc1NC(=O)COC(=O)CNC(=O)c1ccc(Cl)cc1Cl,i,-0.1,-3.6,i,i,i,-3.6,i,i,i,i
CC(C)(C)NC(=O)COC(=O)c1ccccc1OCC(=O)Nc1ccc(Br)cc1,i,0.8,.,i,i,i,1.4,i,i,i,i
O=C(C1=C(O)C(=O)N(Cc2ccccc2)C1c1ccncc1)c1ccco1 (stereo not drawn),i,-37.4,14.0,i,i,i,4.3,i,i,i,i
O=C(NCC1CCCO1)c1cccnc1NCc1ccc(F)cc1 (stereo not drawn),i,-0.3,-1.4,i,i,i,0.6,i,i,i,i
